MazEF act = activators of E. coli MazEF toxin-antitoxin RNase | hit rate 0.32% among 350,000 | FAM/BHQ RNA-DNA oligo cleavage fluorescence, 5 h | activation, % at 20 µM | P0AE70; in the data active = activation above about 50%
CCHFV vOTU inh = blocks the CCHF virus ovarian tumor domain protease; CCHFV vOTU protease, Pep-AMC fluorescence; inhibition, % at 11.5 µM; hit rate 0.55% among 370,000; also: 0% = vehicle wells with enzyme and 100% = no enzyme wells
FadD28 binding = blocks FadD28 binding to the bisubstrate probe; fluorescence polarization; inhibition, % at 12.5 µM; hit rate 0.22% among 360,000; in the data active = inhibition above about 8.5%, passing the limit was not always enough; inconclusive = no clear call, values can overlap the other calls
BoNT-F LC inh = inhibitors of Botulinum neurotoxin F light chain protease; hit rate 0.22% among 360,000; AID 588497; Multiplex microsphere protease cleavage assay, flow cytometry; inhibition, % at 10 µM; in the data active = inhibition above about 35%, passing the limit was not always enough; inconclusive = no clear call, values can overlap the other calls; also: plate controls were buffer without enzyme for full effect and enzyme alone for no effect
Rv3671c protease = inhibitors of M. tuberculosis serine protease Rv3671c | hit rate 0.048% among 320,000 | P9WHR9 | inhibition, % at 5.96 µM | AID 2606; in the data active = inhibition above about 38%;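 also: extracellular domain of Rv3671c used as enzyme; 0% = enzyme with DMSO and 100% = no enzyme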
BioA inh = inhibitors of Mycobacterium tuberculosis BioA enzyme. purified M. tuberculosis BioA enzyme, plate reader. inhibition, % at 9.99 µM. hit rate 0.096% among 360,000. AID 602481; in the data active = inhibition above about 40%; inconclusive = no clear call, values can overlap the other calls
FBA Mtb inh = Mtb fructose-bisphosphate aldolase inhibition; purified M. tuberculosis FBA, fluorescence read-out; inhibition, % at 1 µM; hit rate 2.3% among 360,000; in the data active = inhibition above about 27%;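 also: 0% = vehicle and 100% = reference inhibitor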
Target sequence (P9WQA3 whole entry, looked up): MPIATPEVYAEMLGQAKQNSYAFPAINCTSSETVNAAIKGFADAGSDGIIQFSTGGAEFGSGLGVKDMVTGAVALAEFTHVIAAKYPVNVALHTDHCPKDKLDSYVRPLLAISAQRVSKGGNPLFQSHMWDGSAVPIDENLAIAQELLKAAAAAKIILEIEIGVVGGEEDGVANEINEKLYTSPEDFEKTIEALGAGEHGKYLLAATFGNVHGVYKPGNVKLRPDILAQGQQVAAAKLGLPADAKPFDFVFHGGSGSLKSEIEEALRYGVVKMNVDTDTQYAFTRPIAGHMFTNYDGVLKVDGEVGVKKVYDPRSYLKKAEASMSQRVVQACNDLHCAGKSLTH
VHR inh abs = DUSP3 (human) phosphatase inhibition; P51452; AID 1654; inhibition, % at 13.3 µM; recombinant VHR phosphatase, pNPP absorbance; hit rate 0.52% among 290,000; in the data active = inhibition above about 50%; also: some compounds called inactive have numbers as strong as hits
Target sequence (P51452 whole entry, looked up): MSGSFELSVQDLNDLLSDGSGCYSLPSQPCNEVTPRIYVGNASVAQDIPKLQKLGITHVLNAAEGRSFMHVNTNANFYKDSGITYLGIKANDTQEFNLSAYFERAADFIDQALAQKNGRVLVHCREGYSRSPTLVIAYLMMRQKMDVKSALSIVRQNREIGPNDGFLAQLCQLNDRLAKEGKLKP
GDH-TPI inh = inhibits GDH-TPI coupling enzymes, artifact for Mtb FBA screen; GDH-TPI coupled enzyme counterscreen, NADH absorbance; AID 588335; hit rate 1.2% among 360,000; inhibition, % at 4.8 µM;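 also: 0% = DMSO wells and 100% = wells lacking the enzyme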
Mtb UGM inh = inhibitors of M. tuberculosis UDP-galactopyranose mutase; P9WIQ1; purified UGM, fluorescence polarization probe displacement; inhibition, % at 10 µM; hit rate 0.06% among 320,000; AID 504406; in the data active = inhibition above about 10%, passing the limit was not always enough; inconclusive = no clear call, values can overlap the other calls
Target sequence (P9WIQ1 whole entry, looked up): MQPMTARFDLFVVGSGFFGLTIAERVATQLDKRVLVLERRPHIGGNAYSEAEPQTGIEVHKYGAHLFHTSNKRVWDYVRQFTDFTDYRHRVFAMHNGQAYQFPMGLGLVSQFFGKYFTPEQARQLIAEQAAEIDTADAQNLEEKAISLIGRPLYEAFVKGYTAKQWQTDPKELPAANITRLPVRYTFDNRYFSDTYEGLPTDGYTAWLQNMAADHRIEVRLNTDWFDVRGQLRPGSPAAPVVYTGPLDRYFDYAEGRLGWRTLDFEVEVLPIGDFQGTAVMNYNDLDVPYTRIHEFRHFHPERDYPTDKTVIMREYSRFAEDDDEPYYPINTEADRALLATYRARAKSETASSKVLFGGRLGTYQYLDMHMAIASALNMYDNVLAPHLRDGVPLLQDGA
Starred values were filed as active, the others as inactive; ? = inconclusive; · = not tested or not shown; + = active, no number; & = joins results of further samples. Rule as the data show it, unless noted: active = inhibition above about 30%; inactive = the rest. Rows were taken by chance; about 4.9% have a hit in one of these screens.

SMILES	MazEF act	CCHFV vOTU inh	FadD28 binding	BoNT-F LC inh	Rv3671c protease	BioA inh	FBA Mtb inh	VHR inh abs	GDH-TPI inh	Mtb UGM inh
CCc1c(C(=O)NCc2cnn(C)c2)csc1C	-5	-8	-1.8	0	-2	-0.8	3	22	5	1.4
COc1ccccc1CNC(=O)C1CCN(S(=O)(=O)N2CCCCC2)CC1	2	-15	-2.1	-16	-1	-0.5	1	6	8	0.7
COc1ccc(NC(=S)N2CCC(C(O)(c3ccccc3)c3ccccc3)CC2)cc1	-10	-3	-1.7	-5	4	-1.2	0	5	12	0.7
C=CCNC(=O)c1ccc(C)c(Br)c1	9	4	-2.0	20	-4	-0.9	-1	16	4	1.4
Cc1n[nH]c(C)c1N1C(=O)c2cccc3c(N4CCCCCC4)ccc(c23)C1=O	670*	12	2.1	33	19	-65	-18	25	10	14*
O=C(CNC(=O)c1ccccc1)OCc1ccc([N+](=O)[O-])cc1	-3	5	-1.4	-1	-4	·	0	-10	13	3.6
COc1cc(CSC)nc(-c2ccccc2)n1	-1	-2	0.5	-5	-2	-1.6	0	9	-1	1.5
Cc1c(Cl)cccc1NC(=O)CSc1nccn1C	1	6	-3.4	0	3	1.0	0	8	-9	-2.7
O=C(COC(=O)c1ccc(CNS(=O)(=O)c2ccc(F)c(Cl)c2)cc1)NCC1CCCCC1	2	-3	-2.8	-2	-18	·	0	30	-1	-0.8
CCC(=O)N1CCCC1(C)C(=O)Nc1ccc2c(c1)CCN2C(C)=O (stereo not drawn)	·	4	-1.0	1	·	-0.8	-1	·	-5	·
O=C1C(Cc2ccccc2)Nc2ncnc(N3CCOCC3)c2N1Cc1ccccc1 (stereo not drawn)	2	0&17	-4.2&-0.7	2&5	-4	-1.1&1.4	-3&2	·	6	-0.2
O=C(Nc1ccc(OC(=O)c2ccco2)cc1)c1ccco1	2	-6	-0.4	6	7	-1.5	-1	31	-1	-3.7
CCc1nnc(NC(=O)CSc2nnc3c(n2)[nH]c2ccccc23)s1	-14	-13	-0.6	-10	6	·	1	33	17	-0.5
COc1ccc(C2/C(=C(\O)c3ccc4c(c3)CC(C)O4)C(=O)C(=O)N2Cc2cccnc2)c(OC)c1 (stereo not drawn)	6	1	-2.4	0	-1	-0.2	1	-8	12	0.5
Cc1[nH]ccc(=O)c1OCc1c(F)cccc1Cl	-1	-3	-2.7	-4	1	-1.6	0	1	0	-0.2
Cc1ccc(OCc2nc3c4c(ncn3n2)-c2ccccc2CC42CCCC2)cc1	-8	-10	-3.0	-3	4	·	-1	6	4	-4.2
CN(C)C(=O)CSc1nnc(Cc2ccccc2)n1CC1CCCO1 (stereo not drawn)	-1	-10	-4.5	0	-1	·	-5	19	-13	2.0
O=C(Nc1ccc(Cl)cc1Cl)c1cccc(N2C(=O)C=CC2=O)c1	-3	10	-0.3	6	-21	-3.1	0	·	26	4.9
CCC1Sc2ccc(S(=O)(=O)CCC(=O)NCc3ccco3)cc2NC1=O (stereo not drawn)	5	-4	-0.8	3	-3	0.1	0	-20	8	-1.2
COc1ccc(NC(=O)c2cccc(S(=O)(=O)N3CCN(C)CC3)c2)c(OC)c1	1	-10	-2.0	-99	2	1.5	1	25	15	0.6
CCN1CCCC1Cn1cnc2c([nH]c3cccc(Cl)c32)c1=O (stereo not drawn)	2	8	-0.1	-7	2	-2.5	14	33	11	1.8
COc1c2c(nc3ccccc13)OC(C(C)(O)COC(C)=O)C2 (stereo not drawn)	2	-1	0.5	-1	-9	1.1	0	-16	11	0.2
C[C@@H]1CN(C2CCC(C#N)(c3ccc(F)cc3)CC2)CC[C@]1(C(=O)O)c1ccccc1 (stereo partly drawn)	12	15	0.2	-2	2	-0.7	1	·	3	-1.5
CN(C)C(=O)N1CCC(C(=O)NCc2ccc3c(c2)OCO3)CC1	-3	-14	-0.3	8	-7	0.1	4	7	7	-1.2
CCCCn1c(N)c(N(CC(C)C)C(=O)C2CCN(S(=O)(=O)c3ccc(OCC)cc3)CC2)c(=O)[nH]c1=O	0	21	-0.5	-5	-5	-1.3	4	·	9	6.8
CC(CN1CCN(Cc2ccccc2)CC1)c1ccccc1 (stereo not drawn)	-34	-5	-1.3	0	-8	-1.5	3	-4	-2	-1.5
C=CCn1c(NCCO)nc2c1c(=O)n(C)c(=O)n2C	2	-2	-1.5	-11	-10	-1.1	1	9	14	1.7
COC(=O)COc1ccccc1C(N)=O	5	-5	-0.6	3	7	-0.4	5	16	-5	1.9
CC1(C(=O)NC2CCN(Cc3ccccc3)CC2)CCN1Cc1cc2ccccc2o1 (stereo not drawn)	·	-5	-0.4	-7	·	1.0	0	·	9	·
C=C1/C=C(\C)C(C)(O)CC(O)CC(=O)C(O)C(O)C(C)CC(C)OC(=O)/C(C)=C/CC/C=C/C(OC)C(O)CC(C)C1 (stereo not drawn)	4	·	-2.9	2	1	1.7	-1	·	3	-3.9
COc1ccc(-c2cc(=Nc3c(C)n(C)n(-c4ccccc4)c3=O)c3ccccc3o2)cc1	2	-351	-1.9	-4	-1	4.1	+	-15	17	0.7
Cc1cc(Br)ccc1SCC(=O)OCC(=O)Nc1ncc(C(F)(F)F)cc1Cl	-4	-6	-0.6	-11	-5	7.3	-1	7	-3	-1.7
Cc1ccc(CSCC(=O)Nc2cc(S(=O)(=O)N3CCOCC3)ccc2OC(C)C)cc1	3	6	-4.1	1	11	·	-1	·	5	-1.7
Cc1sc(NC(=O)c2ccco2)c(C(c2cccnc2)N2CCN(c3ccc(F)cc3)CC2)c1C (stereo not drawn)	-1	-6	-0.7	-7	5	-1.9	1	28	13	-2.4
CCc1ccccc1NC(=O)c1ccc(-n2c(C)ccc2C)cc1	11	-2	0.3	·	-11	-3.0	3	30	7	-3.5
CCCS(=O)(=O)NC(=O)C1(C)CCN(C(=O)c2ccc3c(c2)OCO3)C1 (stereo not drawn)	·	-3	0.2	-12	·	-0.8	2	·	9	·
Cc1c(C=C2C(=O)c3ccccc3C2=O)cc(C#N)n1C	11	·	·	·	-4	·	·	23	·	0.8
COc1ccc(OCCn2cnc3ccccc32)cc1	4	-4	-2.3	26	·	0.4	1	-8	-7	0.6
COc1ccccc1C(=O)CSc1ccccn1	4	-3	-4.0	13	-4	·	2	1	-7	-2.5
Cc1cc(C(=O)C(C(c2ccccc2)N2CCOCC2)N2CCOCC2)ccc1Cl (stereo not drawn)	4	17	-1.6	1	·	·	4	·	11	·
CC(C)NC(=O)c1ccc(-c2ccc(Cl)c(C(F)(F)F)c2)o1	3	-12	-1.7	-20	6	-1.9	1	8	18	-3.3
O=C(CCO)c1ccc(O)cc1	2	-2	1.6	-10	7	-1.2	7	26	17	-0.4
COc1ccc(OC)c(/C=C/C(=O)OCC(=O)NCc2cccs2)c1	6	-6	-4.1	1	4	0.4	4	·	3	2.4
S=c1[nH]nc(-c2ccccc2)n1/N=C/c1cccc(Cl)c1	5	9	0.9	3	3	-1.0	1	-10	3	-0.2
CCOc1ccc(N2C(N)=NC(N)=NC2(C)C)cc1	4	0	-1.8	6	-3	-0.6	2	0	7	0.4
COc1ccc2[nH]c3c(c2c1)CCN1C(=O)C(CC(=O)NCc2cccc(C(F)(F)F)c2)C[C@H](C(=O)N(C(C)C)C(C)C)[C@@]31C (stereo partly drawn)	38	7	0.0	2	·	-0.3	0	·	4	·
O=C(O)CSc1c2c(nc3cc(C(=O)Nc4cccc(C(F)(F)F)c4)ccc13)CCCC2	5	9	-18	7	-18	·	2	-37	2	1.5
CC(C)OC12Oc3ccccc3C=C1N1CCC2CC1 (stereo not drawn)	5	-3	-1.3	4	2	0.0	2	21	3	1.1
Clc1ccccc1-c1cc(COc2ccc3ccccc3c2)no1	-3	-3	-1.1	2	-11	-1.6	0	27	6	0.2
Cn1cccc1Cc1nnc(SCC(=O)NCc2ccco2)n1-c1ccc(F)cc1	2	-10	-0.4	4	6	0.9	-2	-8	-1	-1.4
Cc1cc(C(=O)O)ccc1NCc1ccncc1	0	0	2.2	?	3	0.3	4	1	-9	2.3
COCCNC(=O)CCSCc1ccccc1F	5	3	-0.7	2	5	0.6	-3	-4	-9	-0.2
O=C(NC(=S)NCc1cccnc1)c1ccccc1	3	-8	-2.7	3	-12	-0.3	-3	-11	-13	2.5
CC(C)C[C@@H](CN1CCCC1CN1C(=S)NC[C@@H]1Cc1ccc(O)cc1)N1C[C@H](Cc2ccccc2)N(CCc2ccccc2)C1=S (stereo partly drawn)	-8	25	-4.4	-12	·	-3.0	4	·	30	·
CCOC(=O)c1oc2ccccc2c1COC(=O)C(C)NC(=O)c1ccco1 (stereo not drawn)	7	23	-1.2	-18	3	1.7	2	·	-4	1.9
Cc1c(-c2n[nH]c(=S)n2-c2ccc(C(F)(F)F)cc2)nnn1-c1ccccc1	1	2	-1.4	1	8	·	-2	-8	2	3.8
CCCCN1CCc2c([nH]c3c(C)cccc23)C1=O	3	-6	-4.5	-6	-3	0.8	-1	15	-3	1.6
CC(=O)Oc1ccc(C2=Cc3ccc(OC(C)=O)cc3OC2C)cc1 (stereo not drawn)	3	-5	-0.5	-15	·	5.3	4	·	20	·
CCOC(=O)C1(CCCc2ccccc2)CCN(C(=O)CN2CCOC2=O)CC1	-1	-1	0.5	1	-8	·	-3	-12	1	-1.1
CCOC(=O)c1nsnc1NCCSC(=N)N	3	-37	-2.8	1	-4	·	12	-8	-1	0.4

Molecules above that have a Cl atom:
SMILES	MazEF act	CCHFV vOTU inh	FadD28 binding	BoNT-F LC inh	Rv3671c protease	BioA inh	FBA Mtb inh	VHR inh abs	GDH-TPI inh	Mtb UGM inh
Cc1c(Cl)cccc1NC(=O)CSc1nccn1C	1	6	-3.4	0	3	1.0	0	8	-9	-2.7
O=C(COC(=O)c1ccc(CNS(=O)(=O)c2ccc(F)c(Cl)c2)cc1)NCC1CCCCC1	2	-3	-2.8	-2	-18	·	0	30	-1	-0.8
Cc1[nH]ccc(=O)c1OCc1c(F)cccc1Cl	-1	-3	-2.7	-4	1	-1.6	0	1	0	-0.2
O=C(Nc1ccc(Cl)cc1Cl)c1cccc(N2C(=O)C=CC2=O)c1	-3	10	-0.3	6	-21	-3.1	0	·	26	4.9
CCN1CCCC1Cn1cnc2c([nH]c3cccc(Cl)c32)c1=O (stereo not drawn)	2	8	-0.1	-7	2	-2.5	14	33	11	1.8
Cc1cc(Br)ccc1SCC(=O)OCC(=O)Nc1ncc(C(F)(F)F)cc1Cl	-4	-6	-0.6	-11	-5	7.3	-1	7	-3	-1.7
Cc1cc(C(=O)C(C(c2ccccc2)N2CCOCC2)N2CCOCC2)ccc1Cl (stereo not drawn)	4	17	-1.6	1	·	·	4	·	11	·
CC(C)NC(=O)c1ccc(-c2ccc(Cl)c(C(F)(F)F)c2)o1	3	-12	-1.7	-20	6	-1.9	1	8	18	-3.3
S=c1[nH]nc(-c2ccccc2)n1/N=C/c1cccc(Cl)c1	5	9	0.9	3	3	-1.0	1	-10	3	-0.2
Clc1ccccc1-c1cc(COc2ccc3ccccc3c2)no1	-3	-3	-1.1	2	-11	-1.6	0	27	6	0.2

Screens from PubChem.
